DPM-DC inhibit: blocks S. pneumoniae diphosphomevalonate decarboxylase | purified DPM-DC, PK/LDH coupled NADH fluorescence | calls only at 10 µM | 0.49% of 65,000 active;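 active = the 320 compounds with the highest percent inhibition in the single-dose primary screen, excluding strongly autofluorescent ones, cut at about 32% in these data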;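 note: kinetic rate of NADH fluorescence loss reporting ADP formed by the decarboxylase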
HT1080 cytotoxicity: cytotoxicity in HT1080 fibrosarcoma cells, cell-based, fluorescence readout (AID 620) | 0.42% of 87,000 active | HT1080 viability, fluorescence; higher % means a stronger effect | cytotoxicity, % at 10 µM; hits with a dose series show EC50 in µM;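 note: cells exposed to compound overnight then 4 h with Alamar Blue; 0% = vehicle DMSO and 100% = killing control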
HPDE-C7K KRASV12: cytotoxicity in KRAS-transformed pancreatic duct cells, primary screen, cell-based, fluorescence, HTS (AID 431); HPDE-C7K KRASV12 cells, Alamar Blue viability, 48 h; higher % means a stronger effect; cytotoxicity, % at 10 µM, or EC50 in µM where a hit was titrated; 1.7% of 63,000 active;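 active = compounds whose percent cytotoxicity in the single-dose primary screen, scaled between solvent and toxic-drug controls, exceeds 50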;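 note: 0% = DMSO solvent wells and 100% = doxorubicin-treated wells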
Bfl-1 displacement: Bfl-1 inhibitors, primary screen, biochemical, fluorescence polarization, FITC-Bid, mouse (AID 432); FITC-Bid BH3 peptide fluorescence polarization displacement; higher % means a stronger effect; one-dose displacement, % at 20 µM; IC50 in µM for titrated hits; 0.02% of 64,000 active; in the data active = a potency from the dose series; inactive = the rest, 99 in 100 with displacement below about 15%; note: strong numbers were not always called active
MK inhibit: inhibitors of Streptococcus pneumoniae mevalonate kinase. inhibition, % at 10 µM. purified MK, PK/LDH-coupled NADH absorbance 340 nm. 0.48% of 65,000 active;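 active = ranked among the strongest by inhibition in the single 10 µM screen, a fixed top-ranked set picked for dose follow-up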; note: no value below 0 was filed
HPDE-C7 viability: HPDE-C7 pancreatic duct cell viability loss – fluorescence, HTS (AID 430) | HPDE-C7 pancreatic duct cells viability, fluorescence; higher % means a stronger effect | cytotoxicity, % at 10 µM, or EC50 in µM where a hit was titrated | 1.8% of 63,000 active;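 note: cells exposed to compound for 48 hours before viability readout; 0% = vehicle and 100% = reference cytotoxic drug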
PMK inhibit: inhibitors of Streptococcus pneumoniae phosphomevalonate kinase; purified PMK, PK/LDH-coupled NADH absorbance 340 nm; inhibition, % at 10 µM; 0.49% of 65,000 active;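 active = top-ranked compounds by inhibition in the single 10 µM screen, taking a fixed number of the strongest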;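 note: 0% = full reaction with DMSO carrier and 100% = background rate without enzyme reaction; no value below 0 was filed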
LYP inhibition: LYP phosphatase inhibitors, primary screen, biochemical, DiFMUP fluorescence, recombinant catalytic domain, 10 µM (AID 606). recombinant LYP catalytic domain, DiFMUP fluorescence; higher % means a stronger effect. inhibition, % at 10 µM; hits with a dose series show IC50 in µM. 52,000 tested, under 10 active;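 active = IC50 under 40 µM in the dose-response test; inactive = IC50 of 40 µM or more, or never dose-tested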
Alkaline phosphatase: inhibition of tissue-nonspecific alkaline phosphatase – biochemical, luminescent (AID 518) | purified TNAP enzyme, luminescent substrate readout; higher % means a stronger effect | 0.09% of 64,000 active | one-dose inhibition, % at 20 µM; IC50 in µM for titrated hits; in the data active = a potency from the dose series; inactive = the rest, 99 in 100 with inhibition below about 22%;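 note: plate controls were vehicle for no effect and reference inhibitor for full effect; many of its hits are not listed in these tables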
PMK inhibit pilot replicates: further read-out of PMK inhibit, marked with its call; inhibition, %; measured here: pilot screen replicates
MK inhibit pilot replicates: also measured in MK inhibit; calls as there; inhibition, %; measured here: pilot screen replicates
DPM-DC inhibit pilot screen %: recorded beside DPM-DC inhibit, whose call it bears; inhibition, %; measured here: pilot screen trials
* = called active by the depositor; i = inactive; x = no result given; + = active, no number. Cut-off read from the data, not from the text of the source, unless noted: active = cytotoxicity above about 50%; inactive = the rest.

SMILES | DPM-DC inhibit | HT1080 cytotoxicity | HPDE-C7K KRASV12 | Bfl-1 displacement | MK inhibit | HPDE-C7 viability | PMK inhibit | LYP inhibition | Alkaline phosphatase | others
CCc1ccc(CN(C)CCc2ccccn2)cc1 | i | 7% | 1% | -6% | 52* | -20% | 0 | -19% | 12% | PMK inhibit pilot replicates=0.0;MK inhibit pilot replicates=+;DPM-DC inhibit pilot screen %=2.0
Brc1ccc2[nH]ncc2c1 | i | -6% | 0% | 5% | 0 | -6% | 15 | 0% | 4% | PMK inhibit pilot replicates=0.0;MK inhibit pilot replicates=0.5;DPM-DC inhibit pilot screen %=0.0
N#Cc1cccc(-n2nnnc2-c2ccc3c(c2)OCO3)c1 | i | 5% | -11% | -5% | 3 | -23% | 15 | -6% | -2%
CCn1c(=NC(=O)c2ccc(S(=O)(=O)N3CCOCC3)cc2)sc2cccc(OC)c21 | x | 2% | 6% | -5% | 0 | 1% | 4 | -6% | 8%
CC(=O)c1cn(CC(=O)NCC2CCCO2)c2ccccc12 (stereo unspecified) | i | 1% | -7% | -3% | 5 | -4% | 10 | 2% | 5%
COc1ccc(CCNC(=O)C2(C)CCC(=O)N2CCC(C)C)cc1OC (stereo unspecified) | i | -2% | -8% | 3% | 2 | -8% | 7 | 0% | -2%
CCOc1ccc(N(CCC#N)S(=O)(=O)c2ccc(OC)cc2)cc1 | i | -8% | 3% | -7% | 2 | -10% | 8 | 8% | -4%
CCc1c(O)nc(SCC(=O)Nc2ccc3c(c2)CCC3)[nH]c1=O | i | -3% | -27% | 3% | 0 | -35% | 8 | 2% | 15%
c1ccc(Oc2cccc(CN3CCOCC3)c2)cc1 | i | -9% | 4% | 0% | 1 | 1% | 6 | x | 0%
O=c1c2[nH]c3ccccc3c2ncn1Cc1ccncc1 | i | 4% | x | -3% | 13 | x | 9 | x | 11%
C=CCn1c(SCC(=O)c2ccc(O)c(O)c2)nnc1-c1ccccc1OC | i | 0% | -32% | 11% | 11 | -18% | 11 | 5% | 16%
CCOC(=O)c1ccc(Oc2nc(OC)nc(N(C)C)n2)cc1 | i | -6% | -7% | 4% | 9 | 4% | 0 | 3% | -2%
CC(C)NC(=O)c1ccc2c(c1)nnn2C | i | -2% | 5% | -8% | 5 | 7% | 20 | -3% | 14% | PMK inhibit pilot replicates=1.5;MK inhibit pilot replicates=0.0;DPM-DC inhibit pilot screen %=0.0
Cc1ccc(-n2c(SCn3nnc4ccccc4c3=O)nnc2-c2cccnc2)c(C)c1 | i | 3% | 0% | -8% | 0 | 8% | 14 | -39% | 12%
CC1(C)Cc2c(C#N)c(NC3CCCCC3)nc(-c3ccco3)c2CO1 | x | -7% | -1% | 6% | 6 | 2% | 2 | 7% | 4%
Cn1c(-c2ccccc2)cc(=O)c2ccccc21 | i | 8% | 2% | 0% | 10 | 1% | 2 | 1% | 0% | PMK inhibit pilot replicates=0.0;MK inhibit pilot replicates=0.5;DPM-DC inhibit pilot screen %=4.0
Cc1ccc(S(=O)(=O)N2CCN(C(=O)CSC3CCCC3)CC2)c(C)c1 | i | 2% | -7% | 0% | 0 | -5% | 8 | 4% | 6% | PMK inhibit pilot replicates=0.0;MK inhibit pilot replicates=0.0;DPM-DC inhibit pilot screen %=0.0
CCOC(=O)c1cnc(SCC(=O)Nc2nc(C)c(C)s2)nc1N | i | -2% | 8% | 7% | 8 | 6% | 7 | x | 6%
c1csc(CNc2ncnc3sccc23)c1 | i | 1% | -10% | -1% | 7 | -16% | 0 | 2% | 0%
CC1CCCN(c2nc3c(c(=O)[nH]c(=O)n3C)n2CCCc2ccccc2)C1 (stereo unspecified) | i | 3% | 1% | -3% | 10 | -5% | 0 | 14% | -1%
Cc1noc(C)c1C(=O)Nc1ccccc1-c1ccccc1 | i | -2% | -14% | -5% | 2 | -12% | 1 | x | 8%
Cc1ccc2c(c1)CCCN2C(=O)c1ccncc1 | i | 2% | -12% | -11% | 9 | -4% | 5 | 0% | 8%
CCN(CC)S(=O)(=O)c1ccc2nc(CSc3nnnn3-c3ccc(O)cc3)[nH]c2c1 | i | -4% | 6% | 2% | 0 | -3% | 11 | x | 2%
COc1ccc(Cn2nnnc2C(c2cc3cccc(C)c3[nH]c2=O)N2CCOCC2)cc1 (stereo unspecified) | i | -13% | -8% | -1% | 0 | -3% | 24 | -6% | 8%
COc1ccccc1NC(=O)N1CCCC1C(=O)NCc1ccccc1 (stereo unspecified) | i | -2% | 1% | -4% | 0 | 11% | 9 | x | 10%

A draw from above in order of molar mass, largest number first:
SMILES | DPM-DC inhibit | HT1080 cytotoxicity | HPDE-C7K KRASV12 | Bfl-1 displacement | MK inhibit | HPDE-C7 viability | PMK inhibit | LYP inhibition | Alkaline phosphatase | others
CCn1c(=NC(=O)c2ccc(S(=O)(=O)N3CCOCC3)cc2)sc2cccc(OC)c21 | x | 2% | 6% | -5% | 0 | 1% | 4 | -6% | 8%
COc1ccc(Cn2nnnc2C(c2cc3cccc(C)c3[nH]c2=O)N2CCOCC2)cc1 (stereo unspecified) | i | -13% | -8% | -1% | 0 | -3% | 24 | -6% | 8%
CCOC(=O)c1cnc(SCC(=O)Nc2nc(C)c(C)s2)nc1N | i | -2% | 8% | 7% | 8 | 6% | 7 | x | 6%
CCOc1ccc(N(CCC#N)S(=O)(=O)c2ccc(OC)cc2)cc1 | i | -8% | 3% | -7% | 2 | -10% | 8 | 8% | -4%
COc1ccccc1NC(=O)N1CCCC1C(=O)NCc1ccccc1 (stereo unspecified) | i | -2% | 1% | -4% | 0 | 11% | 9 | x | 10%
O=c1c2[nH]c3ccccc3c2ncn1Cc1ccncc1 | i | 4% | x | -3% | 13 | x | 9 | x | 11%
c1ccc(Oc2cccc(CN3CCOCC3)c2)cc1 | i | -9% | 4% | 0% | 1 | 1% | 6 | x | 0%
Cn1c(-c2ccccc2)cc(=O)c2ccccc21 | i | 8% | 2% | 0% | 10 | 1% | 2 | 1% | 0% | PMK inhibit pilot replicates=0.0;MK inhibit pilot replicates=0.5;DPM-DC inhibit pilot screen %=4.0
CC(C)NC(=O)c1ccc2c(c1)nnn2C | i | -2% | 5% | -8% | 5 | 7% | 20 | -3% | 14% | PMK inhibit pilot replicates=1.5;MK inhibit pilot replicates=0.0;DPM-DC inhibit pilot screen %=0.0

Later entries.
SMILES | DPM-DC inhibit | HT1080 cytotoxicity | HPDE-C7K KRASV12 | Bfl-1 displacement | MK inhibit | HPDE-C7 viability | PMK inhibit | LYP inhibition | Alkaline phosphatase | others
Cc1ccc(Cl)cc1N1CCN(C(=O)c2ccc(CN3CCOCC3)cc2)CC1 | i | 1% | 16% | 5% | 0 | 10% | 0 | 8% | 8%
OC(COc1c(Br)cc(Br)cc1Br)CN1CCOCC1 (stereo unspecified) | i | -1% | 7% | 3% | 12 | 17% | 13 | 16% | 17%
CCOC(=O)c1c(C)n(C)c2cc(OCCN(CC)CC)ccc12 | i | 4% | 9% | -13% | 3 | 7% | 11 | -13% | 6%
COC(=O)c1ccc(N2CCN(C)CC2)c(NC(=O)c2cc3ccccc3o2)c1 | i | -12% | -8% | -6% | 5 | -4% | 13 | x | 10%
O=C(NCc1ccccc1)C1CCCN(C(=O)Nc2ccccc2)C1 (stereo unspecified) | i | -4% | 8% | 5% | 4 | -3% | 14 | x | 5%
CCCCCSc1nc2c(c(=O)[nH]c(=O)n2C)n1CCc1ccccc1 | i | 5% | -3% | 2% | 0 | 0% | 0 | 12% | 3%
COC(=O)COc1nc(C)c2c(c1C#N)CC(C)(C)OC2 | i | 35% | x | -1% | 10 | x | 12 | 0% | 4%
CCC(C)(C)n1nnnc1C(c1cc2cccc(C)c2[nH]c1=O)N1CCCC1 (stereo unspecified) | i | -30% | -20% | -7% | 5 | -31% | 16 | 0% | 8%
CCCC(CCC(=O)Nc1ccc(C(=O)OCC)cc1)C(=O)O (stereo unspecified) | i | -1% | -5% | 5% | 4 | -5% | 7 | 7% | 7%
COc1cc(-c2nc(-c3ccccn3)no2)cc(OC)c1OC | i | 6% | -3% | -1% | 5 | -7% | 0 | -3% | 17%
CCn1ncc(C2=NOC(C(=O)Nc3cc(OC)c(Cl)cc3OC)C2)c1C (stereo unspecified) | i | 0% | 2% | -2% | 0 | -6% | 2 | -10% | 7%
CC(=O)c1cn(CC(=O)NCc2cccnc2)c2ccccc12 | i | -1% | 2% | 0% | 8 | -4% | 3 | 6% | 17%
CC(=O)c1ccc(OCC(O)CN2CCOCC2)cc1 (stereo unspecified) | i | -7% | -8% | 1% | 4 | -18% | 14 | 13% | 5%
c1ccc(N2CCN(C3CCSC3)CC2)cc1 (stereo unspecified) | i | -4% | x | -2% | 6 | x | 4 | -1% | 14%
C=CCn1c(Cc2ccc(OC(C)C)c(Cl)c2)nnc1SCC(N)=O | i | 0% | -21% | -25% | 1 | -29% | 7 | 1% | 6%
CCOc1ccc(N(CC(=O)O)S(=O)(=O)c2ccc(OC)c(OC)c2)cc1 | i | -1% | -9% | -2% | 1 | -1% | 3 | 2% | 1%
COc1ccc(OC)c(C2=NOC(C(=O)NCCN3CCOCC3)C2)c1 (stereo unspecified) | i | -12% | -20% | -5% | 5 | -25% | 11 | 13% | 12% | PMK inhibit pilot replicates=0.0;MK inhibit pilot replicates=0.0;DPM-DC inhibit pilot screen %=1.5
CN(c1ccccc1C(=O)N1CCc2ccccc2C1)S(C)(=O)=O | i | 3% | -20% | -31% | 7 | -22% | 3 | 10% | -1%
O=c1[nH]c2ccccc2c2nc3ccccn3c12 | i | 12% | 1% | 3% | 2 | 6% | 2 | x | 1%
COc1cc(/C=N/n2cnnc2)ccc1OC(=O)c1cccnc1 | i | -2% | 8% | 4% | 0 | -1% | 0 | 13% | 0%
Cc1cc(OCC(=O)NCCO)ccc1Cl | i | 2% | 2% | -15% | 6 | 4% | 2 | -1% | 6%
CC(=O)c1c(C)[nH]c(C(=O)NCc2ccccn2)c1C | i | 8% | 0% | 2% | 8 | -7% | 8 | 3% | 2%
Cc1ccc(CNC(=O)c2coc(=O)c3ccccc23)o1 | i | 21% | 9% | 7% | 7 | 1% | 13 | x | 4% | PMK inhibit pilot replicates=0.0;MK inhibit pilot replicates=3.0;DPM-DC inhibit pilot screen %=0.0
CCCCCCN1Cc2ccccc2C1 | i | -5% | 5% | -5% | 10 | -2% | 12 | -4% | 6%
CCc1cc2c(=O)c(-n3cnc4ccccc43)coc2cc1O | x | -1% | 1% | 6% | 2 | 2% | 13 | 7% | 10%
COc1cccc(NS(=O)(=O)c2c(C)cc(C)cc2C)c1 | i | 17% | 22% | 7% | 11 | 22% | 9 | x | 14%
COc1cccc(OC)c1OCCCSc1nc(C)cc(=O)[nH]1 | i | 8% | 7% | -4% | 11 | 4% | 2 | 16% | 21% | PMK inhibit pilot replicates=0.0;MK inhibit pilot replicates=1.5;DPM-DC inhibit pilot screen %=5.5
COC(=O)CSc1nnc2c3c4c(sc3nc(-n3nc(C)cc3C)n12)COC(C)(C)C4 | i | -6% | -3% | 2% | 12 | 7% | 0 | -12% | 22%
